Bioassay records from PubChem BioAssay.
UGM FP inh = inhibitors of M. tuberculosis UDP-galactopyranose mutase. purified UGM, fluorescence polarization probe displacement. inhibition, % at 10 µM. 320,000 tested, 0.06% active. AID 504406; in the data active = inhibition above about 10%, passing the limit was not always enough
Target sequence (P9WIQ1 whole entry, looked up): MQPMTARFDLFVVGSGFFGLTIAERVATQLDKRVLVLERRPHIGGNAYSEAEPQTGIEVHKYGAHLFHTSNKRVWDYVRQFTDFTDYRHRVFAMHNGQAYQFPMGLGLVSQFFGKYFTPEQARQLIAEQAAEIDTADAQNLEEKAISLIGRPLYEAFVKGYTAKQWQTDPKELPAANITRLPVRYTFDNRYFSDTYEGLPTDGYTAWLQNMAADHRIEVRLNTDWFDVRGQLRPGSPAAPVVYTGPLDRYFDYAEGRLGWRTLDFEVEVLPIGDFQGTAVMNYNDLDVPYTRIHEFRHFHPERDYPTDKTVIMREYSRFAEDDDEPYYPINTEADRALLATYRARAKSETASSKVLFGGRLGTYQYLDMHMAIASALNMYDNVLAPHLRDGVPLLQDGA
GDH-TPI inh = inhibits GDH-TPI coupling enzymes, artifact for Mtb FBA screen; AID 588335; inhibition, % at 4.8 µM; 360,000 tested, 1.2% active; GDH-TPI coupled enzyme counterscreen, NADH absorbance; in the data active = inhibition above about 30%;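 also: 0% = DMSO wells and 100% = wells lacking the enzyme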
Vc quorum ag = inducers of Vibrio cholerae quorum light production without autoinducers; 350,000 tested, 0.16% active; V. cholerae BH1578 lux reporter, luminescence, 6 h; activation, % at 18.7 µM; AID 588436; in the data active = activation mostly above about 9.7%, no sharp cut-off; also: not every result past the cut was called active; inactives centre near 0; reference of the scale not given here
SSB-PriA inh = inhibitors of Klebsiella pneumoniae PriA binding to SSB C-terminal tail; AlphaScreen SSBct-PriA binding, biotinylated peptide; AID 1272365; 430,000 tested, 0.6% active; inhibition, % at 33 µM; in the data active = inhibition mostly above about 37%, no sharp cut-off; inactive = mostly below about 20%;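 also: plate controls were negative control peptide for no effect and reference peptide for full effect; strong numbers were not always called active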
MazF activator = activators of E. coli MazEF toxin-antitoxin RNase; FAM/BHQ RNA-DNA oligo cleavage fluorescence, 5 h; activation, % at 20 µM; 350,000 tested, 0.32% active; AID 504720; in the data active = activation above about 50%
FBA Mtb inh = Mtb fructose-bisphosphate aldolase inhibition | inhibition, % at 1 µM | 360,000 tested, 2.3% active | AID 588726 | P9WQA3 | purified M. tuberculosis FBA, fluorescence read-out; in the data active = inhibition above about 27%;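 also: 0% = vehicle and 100% = reference inhibitor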
VHR inh abs = DUSP3 (human) phosphatase inhibition; P51452; recombinant VHR phosphatase, pNPP absorbance; inhibition, % at 13.3 µM; 290,000 tested, 0.52% active; in the data active = inhibition above about 50%; also: some compounds called inactive have numbers as strong as hits
Target sequence (P51452 whole entry, looked up): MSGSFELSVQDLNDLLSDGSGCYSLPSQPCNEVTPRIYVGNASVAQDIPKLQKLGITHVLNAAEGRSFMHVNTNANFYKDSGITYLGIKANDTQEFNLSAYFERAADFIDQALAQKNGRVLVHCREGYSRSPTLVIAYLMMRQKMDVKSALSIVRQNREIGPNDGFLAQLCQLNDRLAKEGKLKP
Mtb BioA inh = BioA (M. tuberculosis) enzyme inhibition | purified M. tuberculosis BioA enzyme, plate reader | inhibition, % at 9.99 µM | 360,000 tested, 0.096% active; in the data active = inhibition above about 40%
Rv3671c protease = inhibitors of M. tuberculosis serine protease Rv3671c; inhibition, % at 5.96 µM; 320,000 tested, 0.048% active; AID 2606; P9WHR9; in the data active = inhibition above about 38%;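 also: extracellular domain of Rv3671c used as enzyme; 0% = enzyme with DMSO and 100% = no enzyme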
Target sequence (P9WHR9 whole entry, looked up, the tested form may be a part): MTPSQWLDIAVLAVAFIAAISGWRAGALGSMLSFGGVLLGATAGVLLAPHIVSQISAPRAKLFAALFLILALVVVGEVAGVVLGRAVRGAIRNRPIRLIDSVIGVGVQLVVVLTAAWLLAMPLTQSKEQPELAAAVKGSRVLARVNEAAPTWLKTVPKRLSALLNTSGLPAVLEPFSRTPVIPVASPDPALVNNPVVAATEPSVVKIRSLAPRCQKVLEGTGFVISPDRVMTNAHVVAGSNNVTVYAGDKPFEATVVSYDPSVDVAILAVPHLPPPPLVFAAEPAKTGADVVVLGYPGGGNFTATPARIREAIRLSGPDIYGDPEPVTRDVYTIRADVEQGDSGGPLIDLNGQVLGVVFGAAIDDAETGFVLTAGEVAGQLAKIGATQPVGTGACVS
3CLpro inhibitor = SARS-CoV 3CLpro protease inhibition | inhibition, % at 6 µM | AID 1706 | 290,000 tested, 0.14% active | recombinant SARS-CoV 3CLpro, quenched FRET peptide cleavage; in the data active = inhibition above about 12%
* hit, by the source's call; i = inactive; . = no result given; & = joins results of further samples. An excerpt; count on the stated rates, not on these rows.

SMILES	UGM FP inh	GDH-TPI inh	Vc quorum ag	SSB-PriA inh	MazF activator	FBA Mtb inh	VHR inh abs	Mtb BioA inh	Rv3671c protease	3CLpro inhibitor
O=C(Cc1cccc(C(F)(F)F)c1)Nc1cccc(S(=O)(=O)N2CCCC2)c1	-4.2	-2	i	-7	-9	4	15	-1.7	-9	3
CN1CCOCCOCCN(C)C1=O	-0.9	0	i	-8	-2	3	28	-0.4	-9	3
COc1cc(Cl)cc(/C=N/NC(N)=O)c1O	0.5	7	-0.4	.	4	9	20	.	1	-2
O=C(Cn1c(=O)sc2ccccc21)Nc1ccccc1	0.3	-11	i	-3	2	0	-10	-0.6	-6	-2
CO/N=C(\Cn1ncc(N2CCCC2)c(Cl)c1=O)c1ccc(Cl)cc1	-1.6	8	-1.3	.	3	-3	18	.	10	0
CCCOc1ccc2ccccc2c1/C=N/n1c(C)nnc1-n1nc(C)cc1C	0.5	-6	i	.	1	2	10	.	6	6
Cc1cccc(C)c1N(CC(=O)N1CCCC1)S(C)(=O)=O	1.5	-3	i	-3	2	-5	-46	-1.4	-5	0
CCOC(=O)N/N=C/c1ccc(N2CCOCC2)s1	3.6	28	0.1	.	2	5	34	-2.3	-12	2
COCc1[nH]nc2c1C(c1ccc(OC)cc1)C(C#N)=C(N)O2 (configuration not stated)	2.3	16	i	1	-2	-3	-2	0.2	-5	3
O=C(NCCCn1ccnc1)c1cc(C(=O)C2CC2)c[nH]1	3.8	-2	-0.2	-1	6	-1	-7	2.1	-3	-3
O=C(Nc1ccc(Oc2ccc(C(F)(F)F)cn2)c(Cl)c1)C1CC1	3.2	0	-0.1	-14	-14	-1	9	.	-7	6
N#Cc1ccc(NC(=S)N2Cc3ccccc3-n3nncc3C2)cc1	.	-1	-0.4	.	9	-1	.	2.6	.	.
CCn1cc(C(=O)NCCCOC(C)C)c(=O)c2cc(S(=O)(=O)N3CCOCC3)ccc21	2.1	13	-0.3	-5	-1	0	-14	-0.8	-3	-3
Cc1ccc(NCCC(=O)c2ccc(Br)cc2)cc1	0.4	-7	i	-5	-7	2	19	-1.0	-4	4
O=C(NC(Cc1ccccc1)c1ccc2c(c1)OCCCO2)c1ccccc1F (configuration not stated)	1.6	16	i	-10	-1	1	52*	-0.4	1	5
Cc1cccc(NS(=O)(=O)c2ccc(C)c(C(=O)NCC(c3ccco3)N3CCCCC3)c2)c1 (configuration not stated)	.	6	-0.4	0	-4	-1	.	0.2	.	.
C=CCn1c(SCc2nc(N)nc(N(C)C)n2)nnc1-c1cccnc1	0.4	-1	i	-5	2	2	7	.	2	2
CCOc1ccc(S(=O)(=O)N(CC)CC(=O)NC2CC2)cc1	-1.1	5	i	-21	-5	0	2	-0.4	-5	2
Cc1cc(C)cc(S(=O)(=O)c2cnc3ccccc3n2)c1	-0.8	-5	-0.5	-9	3	-1	2	.	4	1
Cc1cc(=O)[nH]c(N2CCN(C(c3ccccc3)c3ccccc3)CC2)n1	0.6	-8	-0.6	2	2	6	14	-1.0	-3	-2
Nc1nc(N2CCCCC2)nc(N(c2ccccc2)c2ccccc2)n1	0.5	0	.	-9	14	1	7	-0.7	6	-2
CCOC(=O)N1CCC(N(CCN(C)C)C(=S)Nc2ccccc2OC)CC1	1.5	-6	0.8	-3	13	-4	21	-1.4	2	3
O=C(NCCc1ccc(F)cc1)c1ccc2nccnc2c1	-0.4	1	-1.0	0	3	0	.	-0.4	-8	.
N=c1n(Cc2ccccc2)c2ccccc2n1CC(O)COc1ccc(Cl)cc1Cl (configuration not stated)	.	-2	-0.4	-12	-40	-7	22	.	.	-2
Cc1cc(C(=O)OCC(=O)N2CCCCCC2)ccc1[N+](=O)[O-]	.	1	i	10	3	0	.	-0.6	3	.
O=C(Cn1c(=O)oc2ccc(Cl)cc21)NC1CCCCC1	-0.4	-7	i	-12	3	-1	-9	-0.3	-1	4
COc1cccc(N(C(=O)c2cccs2)c2nc3ccccc3s2)c1	-0.7	8	1.8	-20	0	1	-8	-3.1	-14	-1
CCCC(C(=O)NC(C)(C)C)N(Cc1ccccc1)C(=O)c1snc(C(N)=O)c1N (configuration not stated)	.	18	-0.3	.	-5	3	.	1.1	.	.
CSCC[C@H](NC(=O)[C@@H]1Cc2ccccc2CN1)C(=O)NC(C)c1ccccc1 (some centres not stated)	-0.5	-5	-0.2	-3	4	-8	-22	-0.9	-6	-6
O=C(Nc1ccc(/C=C/c2nc3ccccc3o2)cc1)c1ccc(F)cc1	0.4	33*	i	-9	-4	4	21	-0.5	-15	-6
O=C(NNC(=S)Nc1ccccc1)c1ccco1	0.1	0	0.3	6	-6	4	37	-4.1	-3	3
CP(=O)(O)CN1CCCCC1	-0.2	5	-0.4	-4	-1	4	23	.	3	3
COc1ccc(-c2cnc(SCC(=O)Nc3nc(C(C)(C)C)cs3)n2Cc2ccco2)cc1	1.6	5	-1.0	25	-4	1	-9	-1.0	-9	-7
Cc1csc(NC(=O)c2cc(-c3ccccc3)nc3ccccc23)n1	-1.3	21	i	5	-1	1	48	.	-28	5
CSc1ccccc1NC(=O)c1cnc2n(c1=O)CCS2	-1.1	17	-0.2	-6	6	4	17	-1.4	0	-2
CCCCN1C(=O)C2NN=C(C(=O)OCC)C2C1=O (configuration not stated)	-1.4	17	-0.2	-6	4	3	-12	2.5	7	-1
CC(C)[C@H](NC(N)=O)C(=O)NCCc1ccc(Cl)cc1	1.0	0	i	39*	-4	1	12	.	-9	-1
CCCCn1c(N)c(N(CC(C)C)C(=O)c2cccc(S(=O)(=O)N3CCN(C(C)=O)CC3)c2)c(=O)[nH]c1=O	-1.7	3	-2.3	-6	-1	-3	.	0.4	5	.
O=C(CSc1nnc(-c2ccco2)o1)NC1CC2CCC1C2 (configuration not stated)	-3.5	7	i	-18	-12	-1	23	-0.2	1	0
C#CCOCCOCCOCCNc1nc(N2CCN(C(=O)[C@H](CCC(=O)O)n3cc(C(N)CC(C)C)nn3)CC2)nc(N2CCN(C(=O)[C@H](CCC(=O)O)n3cc(C(N)[C@H](C)CC)nn3)CC2)n1 (some centres not stated)	4.3	-15	i	-8	8	-1	25	1.6	-3	4
CCc1ccccc1OCC(=O)Nc1cc(S(=O)(=O)N2CCOCC2)ccc1N1CCCCC1	.	5	i	-1	-11	-2	.	-0.5	.	.
COc1ccc(OC)c2[nH]c(=O)c(CCNC(=O)C(=O)c3c(C)[nH]c4ccccc34)cc12	0.4	8	-0.5	10	8	-2	2	-1.5	0	1
O=C(COC(=O)c1c(Cl)ccc(Cl)c1Cl)NCC1CCCO1 (configuration not stated)	-1.7	-7	i	-2	-6	1	.	-1.1	-4	.
COc1ccc(CCN(C)C(=O)c2cc(-c3ccccc3)nc3ccc(C)cc23)cc1OC	-0.8	8	-1.6	0	-5	5	1	4.4	-5	1
Cc1ccccc1OCC(=O)N/N=C1\SCC(=O)N1Cc1ccccc1	-0.6	0	-1.1	.	0	2	2	-1.0	-13	4
O=C(Nc1ccc2c(c1)OCCO2)C1CCC1	-0.6	-15	i	-18	3	0	8	-1.1	2	2
COc1ccccc1CNC(=O)C(=O)Nc1nccs1	1.6	6	-0.2	-17	4	8	10	.	-5	3
Cc1cn([C@H]2C[C@H](O)[C@@H](CNS(=O)(=O)c3ccc(NS(=O)(=O)N(C)C)cc3)O2)c(=O)[nH]c1=O	.	9	1.1	.	-6	0	.	-1.5	.	.
CCc1cccc2c(C#N)cn(CCOc3ccccc3OC)c12	1.1	0	i	0	0	-2	16	.	-1	2
CC(C)COC(=O)OCN1C(=O)CN(CCN2CC(=O)N(COC(=O)OCC(C)C)C(=O)C2)CC1=O	0.1	6	1.5	-8	5	0	.	0.2	-4	.

Additional structures follow.
SMILES	UGM FP inh	GDH-TPI inh	Vc quorum ag	SSB-PriA inh	MazF activator	FBA Mtb inh	VHR inh abs	Mtb BioA inh	Rv3671c protease	3CLpro inhibitor
CCN1CCN(c2cc(-c3ccccc3)nc3cc(-c4cccc(F)c4)nn23)CC1	-1.0	21	-1.1	-45	7	42*	-12	-4.0	-3	-1
CCC(C)NC(=S)N1CCN(Cc2ccc3c(c2)OCO3)CC1 (configuration not stated)	-1.4	2	-0.5	0	-15	-2	-3	.	5	5
COc1ccc(-c2nc3c(c(=O)[nH]c(=O)n3Cc3ccccc3)n2Cc2ccccc2)cc1	-2.8	5	-0.4	-6	-4	3	21	-2.9	-13	0
CCN(CC)CC(=O)Nc1nc(-c2ccc(Cl)cc2)cs1	-3.0	3	7.4	-34	-1	0	29	0.6	1	0
O=C(O)c1ccc(CNCc2cc(Cl)ccc2O)cc1	0.1	11	-0.7	-1	3	0	.	-0.7	-5	.
COc1ccc(NC(=O)/C(C#N)=C/C=C/c2ccco2)cc1	2.8	31	-0.2	25	9	-5	-2	0.7	-4	3
COc1ccc(N=Nc2[nH]c3ccc(C)cc3c2O)cc1	2.8	-2	-0.2	3	4	-5	-7	.	-2	2
Cc1ccccc1CN1C(=O)[C@H]2Cc3c([nH]c4ccccc34)C(C)(C)N2C1=O	-1.8	-10	i	-4	5	0	.	-1.0	7	.
C=CCSc1nnc(NC(=O)COc2ccc3ccccc3c2)s1	-1.1	6	-0.2	0	4	-1	3	-1.7	-11	3
COc1ccc(S(=O)(=O)N2CCCCCC2)cc1C(=O)N(C)CC(=O)Nc1ccccc1Cl	0.9	12	-1.8	0	2	0	.	1.2	-3	.
COCCCN1C(=O)C(CC(=O)NC2CCCCC2)CC(C(=O)N2CCOCC2)=C1C (configuration not stated)	.	-1	-0.3	.	4	-2	.	.	.	.
CC/C(=C\C(=O)c1cccnc1)Nc1ccc(C)c(C)c1	-0.9	19	-1.2	.	-6	1	4	1.3	-4	-7
CC(C)(C)C1=Nn2c(nnc2-c2ccco2)SC1	0.6	11	-0.4	-12	7	1	-21	1.8	-1	-3
O=C1NC(=O)c2cc(NC(=O)C3COc4ccccc4O3)ccc21 (configuration not stated)	3.5	0	.	-9&-7	-1	-1	-6	2.0	-4	2
CCOC(=O)N1CCC(NC(=O)C(NS(=O)(=O)c2ccc3c(c2)CCN3C(=O)CC)C(C)C)CC1 (configuration not stated)	-2.8	-10	-0.3	-7	11	-3	30	.	-3	2
O=C(O)CC1S/C(=N/N=C/C2CC=CCC2)NC1=O (configuration not stated)	-0.3	8	i	.	-12	-1	12	.	1	0
CC(Sc1ccccc1)C(=O)Nc1ccccc1C(=O)N1CCOCC1 (configuration not stated)	-0.2	-11	.	-19	-1	-2	-13	0.0	6	-4
CCCCn1c(N)c(N(CC(C)C)C(=O)c2cc(-c3ccc(OC)c(OC)c3)nc3ccccc23)c(=O)[nH]c1=O	.	17	0.6	-2	4	1	.	.	9	.
CCOC(=O)CCCCCC(=O)Nc1ccc2c(c1)C(=O)N([C@@H](C)CO)C[C@H](C)[C@H](CN(C)C(=O)Nc1ccc(F)cc1)OCCCC[C@H](C)O2	.	1	0.2	.	3	3	.	1.5	.	.
COc1ccccc1NC1=NC2(CCCC2)N=C(N)N1	-0.3	-5	5.3	-2	8	4	-6	-0.7	0	-3
CC(C(=O)OCC(=O)c1ccc(Br)cc1)N1C(=O)C2C3CCC(C3)C2C1=O (configuration not stated)	2.7	7	-0.2	3	-6	4	13	-1.4	-6	2

Record cards, from the list above.
CCOC(=O)N1CCC(NC(=O)C(NS(=O)(=O)c2ccc3c(c2)CCN3C(=O)CC)C(C)C)CC1 (configuration not stated) reads UGM FP inh: -2.8; GDH-TPI inh: -10; Vc quorum ag: -0.3; SSB-PriA inh: -7; MazF activator: 11; FBA Mtb inh: -3; VHR inh abs: 30; Mtb BioA inh: .; Rv3671c protease: -3; 3CLpro inhibitor: 2
COc1ccccc1NC1=NC2(CCCC2)N=C(N)N1 reads UGM FP inh: -0.3; GDH-TPI inh: -5; Vc quorum ag: 5.3; SSB-PriA inh: -2; MazF activator: 8; FBA Mtb inh: 4; VHR inh abs: -6; Mtb BioA inh: -0.7; Rv3671c protease: 0; 3CLpro inhibitor: -3
